# Efflux pump inh: inhibitors of Candida efflux pumps in yeast, primary screen, S. cerevisiae, Nile Red, multiplex; S. cerevisiae Candida pump triplex; inhibition, % at 10 µM; actives 0.44% (n = 330,000); AID 485275, 2010;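 active means plate passing quality check with inhibition over a set limit, or well fluorescence over plate mean plus 4 SD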;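 further: Nile Red retained in pooled yeast measured as flow cytometry median fluorescence; 0% = buffer negative control and 100% = Enniatin B positive control; higher means more Nile Red kept so more efflux inhibition; some compounds called inactive have numbers as strong as hits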
# RPL19A TOR yeast: RPL19A-GFP expression modulators in yeast, primary screen, cell-based, S. cerevisiae, multiplex flow cytometry, MLPCN; S. cerevisiae RPL19A-GFP strain, 3 h; active compounds read low; percent response vs DMSO, % at 10 µM; actives 0.3% (n = 330,000); AID 2025, 2009;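 active means percent response vs DMSO below 50%; inconclusive means fewer than 70 events counted for the yeast strain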;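 further: median channel GFP fluorescence of the barcoded RPL19A-GFP strain; ratio of sample median GFP to plate DMSO average so 100% = DMSO; lower means less RPL19A-GFP as with rapamycin TOR inhibition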
# Yeast superoxide: reduction of superoxide in aged yeast, primary screen, HTS; S. cerevisiae aged cells, superoxide DHE fluorescence; active compounds read low; superoxide response (% of plate mean), % at 10 µM; actives 0.18% (n = 330,000);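 active means superoxide response under a set limit, about three screen SD below normal, cut at about 65% in these data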;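 further: yeast aged for seven days with compound at 30 °C before DHE staining; 100% = average MFI of all compound-treated wells on the plate with controls excluded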
# MEP2-GFP yeast: modulators of MEP2-GFP levels in yeast, primary screen, S. cerevisiae, multiplex flow cytometry, MLPCN library. actives 0.51% (n = 330,000). S. cerevisiae MEP2-GFP strain, 3 h; 100% = DMSO control level. AID 2016, 2009. GFP response vs DMSO, % at 10 µM;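 active means GFP response versus DMSO above a set limit, roughly screen mean plus 3 SD, cut at about 180% in these data; inconclusive means fewer than 70 cells counted for a yeast strain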;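 further: median GFP fluorescence of the barcode-gated MEP2-GFP cells per well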
# AGP1 TOR yeast: modulators of AGP1-GFP expression in yeast TOR pathway, primary screen, cell-based, multiplex flow cytometry, S. cerevisiae, MLPCN library; actives 0.02% (n = 320,000); 3 h; GFP as percent of DMSO wells; AID 2066, 2009; GFP response vs DMSO, % at 10 µM;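 active means GFP response relative to DMSO above a set limit, near screen average plus 3 SD, cut at about 150% in these data; inconclusive means fewer than 70 cells counted for the yeast strain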;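 further: median GFP channel fluorescence of the gated AGP1 strain per well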
# LAP4-GFP MLPCN: modulators of LAP4-GFP expression in yeast, primary screen, S. cerevisiae, multiplex flow cytometry, MLPCN library; GFP response vs DMSO, % at 10 µM; AID 2023, 2009; actives 0.34% (n = 320,000); 3 h; median GFP as percent of DMSO wells;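 active means GFP response vs DMSO above a set limit, about the screen mean plus 3 SD, cut at about 150% in these data; inconclusive means under 70 cell events counted for the yeast strain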
# CIT2 TOR yeast: modulators of CIT2-GFP expression in yeast, primary screen, S. cerevisiae, GFP fusion, multiplex flow cytometry, MLPCN library; GFP response vs DMSO, % at 10 µM; S. cerevisiae CIT2-GFP strain, 3 h; 100 means same as DMSO wells; actives 0.065% (n = 320,000);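 active means GFP response relative to DMSO above a set limit, near the screen mean plus 3 SD, cut at about 150% in these data; inconclusive means Fewer than 70 cells measured for a yeast strain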;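 further: ratio of well median GFP fluorescence to mean of DMSO wells on the plate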
# AHR act: AHR activators, primary screen, cell-based, luminescence, luciferase reporter, human; Aryl hydrocarbon receptor (Homo sapiens), P35869; AHR-responsive luciferase reporter cells; activation, % at 5 µM; actives 2.5% (n = 320,000); in the data active means activation above about 47%;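 further: 0% = vehicle wells and 100% = reference agonist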
# Target sequence (P35869 whole entry, looked up): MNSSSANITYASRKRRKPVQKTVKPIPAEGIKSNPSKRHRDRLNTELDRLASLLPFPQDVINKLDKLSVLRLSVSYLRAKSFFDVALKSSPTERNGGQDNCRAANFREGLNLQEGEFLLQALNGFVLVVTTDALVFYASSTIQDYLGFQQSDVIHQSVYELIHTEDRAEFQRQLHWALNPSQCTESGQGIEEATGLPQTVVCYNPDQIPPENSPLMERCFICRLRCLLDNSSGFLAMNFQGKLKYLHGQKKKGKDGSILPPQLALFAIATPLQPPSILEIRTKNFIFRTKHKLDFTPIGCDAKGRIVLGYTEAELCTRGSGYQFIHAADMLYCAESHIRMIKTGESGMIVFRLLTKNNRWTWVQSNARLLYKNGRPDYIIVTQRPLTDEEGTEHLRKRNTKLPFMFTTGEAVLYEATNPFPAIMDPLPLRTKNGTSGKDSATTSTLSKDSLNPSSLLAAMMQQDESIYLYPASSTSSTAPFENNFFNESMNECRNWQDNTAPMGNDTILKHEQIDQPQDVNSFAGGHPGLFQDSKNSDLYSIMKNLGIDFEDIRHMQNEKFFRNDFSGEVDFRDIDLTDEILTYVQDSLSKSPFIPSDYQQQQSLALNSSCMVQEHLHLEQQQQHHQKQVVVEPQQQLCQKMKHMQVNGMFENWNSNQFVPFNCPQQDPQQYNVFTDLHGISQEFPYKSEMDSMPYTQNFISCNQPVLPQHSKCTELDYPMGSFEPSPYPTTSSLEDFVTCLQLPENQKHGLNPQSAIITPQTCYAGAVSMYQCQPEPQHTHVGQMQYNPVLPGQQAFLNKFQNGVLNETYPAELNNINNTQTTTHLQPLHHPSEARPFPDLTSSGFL
# * hit, by the source's call; u = inconclusive; x = not tested or not shown; & = joins results of further samples; [ ] = another dose, or the depositor's remark. Random draw from the library (roughly 3.9% active in at least one column).
SMILES,Efflux pump inh,RPL19A TOR yeast,Yeast superoxide,MEP2-GFP yeast,AGP1 TOR yeast,LAP4-GFP MLPCN,CIT2 TOR yeast,AHR act
CC(C)NC(=O)COC(=O)c1ccccc1Oc1ccccc1,-0.1,91,92,98,88,93,89,1
CCCC1C2C(=O)N(c3ccccc3OC)C(=O)C2ON1c1ccccc1 (configuration not stated),-0.1,97,94,97,98,92,84,1
CN1CCN(C2Cc3ccccc3Sc3ccc(Cl)cc32)CC1 (configuration not stated),0.1,101,98,101,91,110,87,-1
CCOC(=O)c1ccccc1NC(=O)c1cccnc1,0.0,95,94,107,94,112,91,8
CC1CCN(CCCOc2ccc(Cl)cc2Br)CC1,-0.2,94,82,90,99,98,98,2
CCN(CC)CCNC(=O)c1ccc(NC(C)=O)cc1,0.0&0.1,97&97,101&104,94&98,90&82,100&127,87&78,-2&11
CC1CCCCN1S(=O)(=O)c1ccc(NC(=O)c2cccs2)cc1 (configuration not stated),-0.1,98,80,102,98,104,102,-2
Cc1c2ccccc2nc2c(F)c(N(C)C)c(F)c(F)c12,-0.3,100,92,88,93,96,96,122*
CCn1cc(S(=O)(=O)N2CCN(Cc3ccc(F)cc3)CC2)cn1,-0.2,99,106,99,100,103,97,-2
COCC1CCN(C(=O)c2cc(COc3ccc4ncccc4c3)on2)CC1,-0.1,103,105,107,102,93,100,0
Cc1nc(Cl)c(C(=O)NCc2ccccc2)c(C)c1[N+](=O)[O-],-0.1,94,104,103,91,82,97,-1
Cc1ccc(C(=O)NCCCN2CCOCC2)c(C)c1,0.0,100,103,103,105,100,105,1
Clc1ccc(-c2csc(N/N=C/c3ccc4c(c3)OCO4)n2)cc1,-0.2,110,93,114,112,109,106,63*
CCn1c(=NC(=O)c2ccc(N3C(=O)CCC3=O)cc2)sc2c(OC)ccc(OC)c21,0.0,94,94,95,97,91,97,36
CCC(C(=O)NC1CCCC1)N(C(=O)Cn1nnc(-c2ccc(C)cc2)n1)C1CCCC1 (configuration not stated),0.2,102,134,99,101,101,104,1
Cc1ccc(OCC(=O)N(C)CC(=O)Nc2ccccc2Cl)c([N+](=O)[O-])n1,0.2,93,112,96,94,100,92,0
COC(c1ccccc1)(c1ccccc1)C(Oc1nccc(C)n1)C(=O)O (configuration not stated),0.1,110,97,115,106,105,104,0
CSc1nnc(Nc2ccccc2C)s1,-0.1,97,97,106,105,89,103,0
Cc1ccc(N(Cc2ccccc2F)S(C)(=O)=O)c(C)c1,-0.1,94,90,102,102,114,99,4
COc1ccc(C(=O)n2c(C)c(CCO)c(=O)n2C)cc1,0.0,105,104,100,104,97,100,7
CCSC1(SCC)N=C(N)C2(C#N)C(c3ccccc3)NC3=C(CCC3)C12C#N (configuration not stated),0.1,42*[may fluoresce violet],95,277*[may fluoresce violet],20[may fluoresce violet],97[may fluoresce violet],u,2
CCN(C[C@H]1N[C@@](CC)(C(=O)OC)[C@H]2C(=O)N(Cc3ccccc3)C(=O)[C@@H]12)C(=O)Nc1ccc(C(F)(F)F)cc1,0.1,96,98,100,103,94,103,2
N#Cc1ccc(S(=O)(=O)N2CCN(CC(=O)Nc3ccccc3C(=O)NC3CC3)CC2)cc1,-0.4,97,100,101,102,105,96,-1
CCN(CC)S(=O)(=O)c1ccc(/C=C/C(=O)OCC(=O)N(C(C)C)C(C)C)cc1,-0.1,119,98,102,107,103,110,-1
O=C(CCNC(=O)c1ccccc1Cl)Nc1ccc(Br)c(C(F)(F)F)c1,0.1,96,119,97,90,94,91,2
CCN(CC)c1ccc(/C=N/Nc2nc(C)cc(C)n2)c(O)c1,-0.4,104,95,103,107,96,102,27
Cc1cccc(C(=O)OCC(=O)c2ccc3c(c2)OCO3)c1O,0.2,103,106,106,102,105,93,2
Cc1ccccc1OCC(=O)Nc1nnc(-c2ccco2)s1,0.0,98,83,100,108,107,112,-7
Cc1cccc(NC(=O)c2nc(S(=O)(=O)Cc3ccccc3)ncc2Cl)c1,0.2,92,144,100,99,137,77,4
N#Cc1ccccc1NC(=O)COC(=O)c1ccc(F)cc1F,0.1,102,97,108,105,92,109,10
Nc1nc(SCC(=O)Nc2ccc(Cl)cn2)n[nH]1,0.1,98,97,98,102,93,101,2
Cc1nn(Cc2ccc(C(=O)N3CCOCC3)o2)c(C)c1Br,0.1,103,98,95,101,92,101,1
Cc1cc(C(=O)OCC(=O)Nc2nc(-c3ccccc3)cs2)c(C)o1,0.0,97,117,97,103,98,106,0
CC(=O)c1ccc(OC(=O)C2CC(=O)N(c3cccc(C)c3)C2)cc1 (configuration not stated),-0.1,94,114,94,88,93,92,11
COc1ccc(Nc2nc(-c3cccc([N+](=O)[O-])c3)nc3ccccc23)cc1,-2.4,92,89,88,81,109,84,14
COc1cc(NS(=O)(=O)c2ccc(Nc3nc(-c4cccc([N+](=O)[O-])c4)cs3)cc2)nc(OC)n1,-0.5,103,98,112,105,102,110,-1

# A different layout for seven compounds above:
Compound	Efflux pump inh	RPL19A TOR yeast	Yeast superoxide	MEP2-GFP yeast	AGP1 TOR yeast	LAP4-GFP MLPCN	CIT2 TOR yeast	AHR act
CCN(CC)c1ccc(/C=N/Nc2nc(C)cc(C)n2)c(O)c1	-0.4	104	95	103	107	96	102	27
Cc1cccc(C(=O)OCC(=O)c2ccc3c(c2)OCO3)c1O	0.2	103	106	106	102	105	93	2
Cc1ccccc1OCC(=O)Nc1nnc(-c2ccco2)s1	0.0	98	83	100	108	107	112	-7
Cc1cccc(NC(=O)c2nc(S(=O)(=O)Cc3ccccc3)ncc2Cl)c1	0.2	92	144	100	99	137	77	4
N#Cc1ccccc1NC(=O)COC(=O)c1ccc(F)cc1F	0.1	102	97	108	105	92	109	10
Nc1nc(SCC(=O)Nc2ccc(Cl)cn2)n[nH]1	0.1	98	97	98	102	93	101	2
Cc1nn(Cc2ccc(C(=O)N3CCOCC3)o2)c(C)c1Br	0.1	103	98	95	101	92	101	1

# The list continues:
SMILES,Efflux pump inh,RPL19A TOR yeast,Yeast superoxide,MEP2-GFP yeast,AGP1 TOR yeast,LAP4-GFP MLPCN,CIT2 TOR yeast,AHR act
COc1ccc(-n2ncc3c(NCc4ccc5c(c4)OCO5)ncnc32)cc1,0.1,104,105,108,108,114,105,12
CCOC(=O)CN1C(=O)C(=O)N(Cc2ccccc2)C1=O,0.0,107,92,101,102,96,99,2
O=S(=O)(c1cccc2ccccc12)N1CCSC1,0.0,88,88,90,x,104,81,-3
Cc1ccccc1NC(=O)N1CCC(C(=O)c2ccc(F)cc2)CC1,0.0,110,115,107,109,115,107,0
O=C1c2ccccc2C(=O)N1C1CCCCC1,0.1,95,107,90,91,87,95,-2
O=C(COc1ccc(/C=C\[N+](=O)[O-])cc1)N1CCOCC1,0.0,108,98,103,110,99,95,7
CCOCC(=O)Nc1nc2ccc(S(C)(=O)=O)cc2s1,0.0,104,98,106,107,100,113,3
O=C1Nc2ccc([N+](=O)[O-])cc2C1(O)N1CCCCCC1 (configuration not stated),-0.1,114,101,94,80,95,67,-1
COCC(=O)Nc1c(C(=O)Nc2ccc3c(c2)OCO3)oc2ccccc12,0.3,96,109,98,97,91,92,134*
Cc1cc2cc(CNC(=O)c3ccco3)ccc2n1C,-0.1,95,105,93,98,96,98,-1
O=C(CSc1nc2ccccc2c(=O)n1NC(=O)Cc1ccccc1)NCCc1ccccc1,0.0,102,105,103,104,98,104,-1
Cc1nc(-c2ccc(S(=O)(=O)Nc3ccc(Br)cc3Cl)s2)cs1,0.0,91,99,94,86,124,76,5

# Quoted at random: 3 records from the list, in no set order.
SMILES,Efflux pump inh,RPL19A TOR yeast,Yeast superoxide,MEP2-GFP yeast,AGP1 TOR yeast,LAP4-GFP MLPCN,CIT2 TOR yeast,AHR act
COCC(=O)Nc1c(C(=O)Nc2ccc3c(c2)OCO3)oc2ccccc12,0.3,96,109,98,97,91,92,134*
COC(c1ccccc1)(c1ccccc1)C(Oc1nccc(C)n1)C(=O)O (configuration not stated),0.1,110,97,115,106,105,104,0
COc1ccc(-n2ncc3c(NCc4ccc5c(c4)OCO5)ncnc32)cc1,0.1,104,105,108,108,114,105,12

# Further entries follow:
SMILES,Efflux pump inh,RPL19A TOR yeast,Yeast superoxide,MEP2-GFP yeast,AGP1 TOR yeast,LAP4-GFP MLPCN,CIT2 TOR yeast,AHR act
COc1ccc(NS(=O)(=O)c2cc(NC(=O)CC(=O)c3ccc([N+](=O)[O-])cc3)ccc2C)cc1,-0.1,101,103,101,106,94,102,1
COc1ccc(S(=O)(=O)N2CCN(C(=O)c3cc(C)on3)CC2)cc1,0.3,95,117,90,98,115,86,2
CCN(CC)S(=O)(=O)c1ccc(C(=O)NCCCn2ccnc2)cc1,0.1,105,97,109,103,97,101,5
O=Cc1cn(CC(=O)N2CCOCC2)c2ccccc12,0.2,96,95,98,97,92,102,6
O=c1cc(C23CC4CC(CC(C4)C2)C3)[nH][nH]1,0.0,103,101,112,106,97,105,-1
CS(=O)(=O)Nc1ccc(C2=NN(C(=O)c3ccco3)C(c3cccc(F)c3)C2)cc1 (configuration not stated),0.1,98,117,99,92,88,91,6
CCN1CCc2c(sc(NC(=O)c3ccc(S(=O)(=O)N4CCOCC4)cc3)c2C(=O)OC)C1,0.1,101,111,112,100,104,96,17
N#Cc1cc(C(=O)c2ccccc2OCC(=O)Nc2ccccc2Cl)cn(C2CCCCC2)c1=O,0.1,102,111,102,92,94,91,6
CCCCN(C)CCC(=O)Nc1ccc(C)cc1,0.0,103,97,101,102,103,96,4
CCOC(CNC(=O)Cc1c(C)nc2c(-c3ccccc3)c(C)nn2c1C)OCC,0.0,95,114,105,93,101,93,1
CCC1CCCCN1CCCNC(=O)CSc1nc2nc(C)c(Cc3ccccc3Cl)c(C)n2n1 (configuration not stated),0.3,99,82,100,108,105,110,-1
O=S(=O)(c1cc(Cl)ccc1Br)N1CCCCC1,0.0,101,92,95,102,96,96,-3

# Three entries from above, ordered by the value under Efflux pump inh, descending.
molecule | Efflux pump inh
O=Cc1cn(CC(=O)N2CCOCC2)c2ccccc12 | 0.2
CCN(CC)S(=O)(=O)c1ccc(C(=O)NCCCn2ccnc2)cc1 | 0.1
CCCCN(C)CCC(=O)Nc1ccc(C)cc1 | 0.0

# Later entries
SMILES,Efflux pump inh,RPL19A TOR yeast,Yeast superoxide,MEP2-GFP yeast,AGP1 TOR yeast,LAP4-GFP MLPCN,CIT2 TOR yeast,AHR act
Cc1cccc(NCc2nc3ccccc3n2C)c1,0.1,95,99,100,86,95,88,47*
CC(C(=O)Nc1ccc2nccnc2c1)N1C(=O)C2C3C=CC(C3)C2C1=O (configuration not stated),-0.2,98,89,98,99,103,98,2
CCN1CCN(C(c2cccs2)C(C)NS(=O)(=O)c2ccc(C)cc2)CC1 (configuration not stated),0.1,100,101,98,98,94,98,-3
COc1cc2c(cc1OC)C(c1ccccc1[N+](=O)[O-])N(C(C)=O)CC2 (configuration not stated),0.0,104,104,103,97,92,102,-1
Cc1c(C#N)c(SCC(N)=O)nc2c1CCCC2,0.2,97,104,105,100,98,98,0
Cc1nc2ccc(NC(=O)Cc3ccc(Br)cc3)cc2s1,-0.2,95,98,98,97,94,87,-1
